Glioma ERSR ind – ER stress response induction in glioma. U87-MG GRP78 promoter luciferase reporter, 16 h. hit rate 0.02% among 420,000. Potency, µM, without a hit: top-dose activation, most hits filed as activators; also: potency is read from the fitted curve at half-maximal effect; series mostly up to about 76 µM; % of control where 0% means no effect; nearly all actives have a fitted effect of over 35% in size
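ERSR induction read as luciferase luminescence (Bright-Glo, 10 min at room temperature) in stably transfected human U87-MG glioma cells exposed to compounds for 16 h, using GRP78 as sensor.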
Vif-APOBEC3F blk – blocks the Vif interaction with APOBEC3F; hit rate 0.2% among 390,000; HeLa A3F-eYFP + Vif (tagged APOBEC3F with the HIV-1 protein that degrades it), YFP fluorescence increase; Potency, µM (series often up to 46.1 µM), inactives show at the highest dose activity, negative = active; also: potency is read from the fitted curve at half-maximal effect; % of control where 0% means no effect; nearly all actives have a fitted effect of over 65% in size
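Fluorescence increase (Ex 488/Em 500-530) after overnight compound treatment at 37 deg C flags inhibition of Vif-driven A3F-eYFP loss in stable HeLa A3F-eYFP/Vif cells seeded overnight beforehand.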
Vif-A3G inh – blocks the Vif interaction with human APOBEC3G. hit rate 0.076% among 410,000. Potency, µM (series often up to 46.1 µM), inactives show at the top dose activity, negative = active, hits mostly inhibitors. Q9HC16. HeLa A3G-eYFP + Vif (tagged APOBEC3G with the HIV-1 protein that degrades it), YFP fluorescence, overnight;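 also: potency is read from the fitted curve at half-maximal effect; % is scaled to controls: 0 for no effect and ±100 for the full control effect; nearly all actives have a fitted effect of over 60% in size; hits raise eYFP signal because A3G escapes Vif-driven loss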
Target sequence (Q9HC16 whole entry, looked up): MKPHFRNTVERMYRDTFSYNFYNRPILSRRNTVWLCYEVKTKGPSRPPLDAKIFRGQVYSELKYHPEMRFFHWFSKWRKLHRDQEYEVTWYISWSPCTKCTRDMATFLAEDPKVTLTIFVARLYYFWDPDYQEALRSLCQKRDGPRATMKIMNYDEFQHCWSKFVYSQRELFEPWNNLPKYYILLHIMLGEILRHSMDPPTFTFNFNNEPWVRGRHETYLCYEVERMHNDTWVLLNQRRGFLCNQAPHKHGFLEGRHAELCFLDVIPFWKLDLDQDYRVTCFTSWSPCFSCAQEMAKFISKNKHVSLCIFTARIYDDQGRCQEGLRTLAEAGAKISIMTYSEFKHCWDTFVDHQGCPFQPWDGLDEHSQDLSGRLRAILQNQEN
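Read-out is eYFP fluorescence (Ex 488/Em 500-530) from Vif-expressing HeLa A3G-eYFP cells; more signal means A3G escaped Vif-mediated degradation. Cells plated overnight, compound pinned in, incubated overnight at 37 deg C.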
D2 potentiator – positive allosteric modulators of human D2 dopamine receptor. P14416. HEK293 T-REx D2, calcium flux, EC20 dopamine potentiation. potentiation, % at 10 µM. hit rate 0.34% among 340,000. AID 485347;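 active = potentiation over 3 SD above the plate norm, cut at about 30% in these data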; also: 0% is about no effect
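Calcium flux readout, no-wash dye, 1 read/s. Inducible HEK293 Trex D2 line, overnight 30 C. Compound alone 180 s (agonist flags), then EC20 dopamine, another 180 s to score potentiation.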
D1 antag – human D1 dopamine receptor antagonism | activity change, negative = inhibition, % at 10 µM | hit rate 3.2% among 360,000 | HEK293 TREx D1 cells, calcium flux, dopamine EC80; stronger effect = lower value; in the data active = activity change below about -30%; also: % is scaled to controls: 0 for no effect and ±100 for the full control effect
Target sequence (P21728 whole entry, looked up): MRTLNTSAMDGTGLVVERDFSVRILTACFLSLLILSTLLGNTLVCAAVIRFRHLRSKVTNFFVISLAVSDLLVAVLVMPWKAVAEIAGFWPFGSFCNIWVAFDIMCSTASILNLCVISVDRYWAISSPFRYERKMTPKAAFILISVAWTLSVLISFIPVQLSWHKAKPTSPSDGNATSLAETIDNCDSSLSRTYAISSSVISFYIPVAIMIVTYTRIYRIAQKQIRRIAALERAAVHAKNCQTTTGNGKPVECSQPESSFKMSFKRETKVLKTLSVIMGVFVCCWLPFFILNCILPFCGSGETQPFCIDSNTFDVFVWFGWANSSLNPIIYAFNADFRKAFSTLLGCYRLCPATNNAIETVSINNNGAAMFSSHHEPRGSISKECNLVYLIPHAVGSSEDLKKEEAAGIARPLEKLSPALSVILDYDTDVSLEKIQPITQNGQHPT
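After overnight tetracycline induction at 30 C, force-coupled D1 HEK293 cells took up a no-wash calcium dye at room temperature. Compounds were added and monitored 180 s, and the response to EC80 dopamine was then recorded.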
D1 agonist – agonists of human D1 dopamine receptor | P21728 | activation, % at 2 µM | hit rate 1% among 360,000 | HEK293 T-REx D1 cells, calcium flux, agonist mode; in the data active = activation above about 30%; also: 0% is about no effect
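Agonism was scored from calcium flux recorded over 180 s (1 read/s) after pintool compound addition, following a 10-cycle baseline. Cells were inducible force-coupled HEK293 TREx D1, plated overnight at 30 C and loaded with no-wash calcium dye.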
LDHA inh – blocks human lactate dehydrogenase A; P00338; purified LDHA, NADH/diaphorase-resazurin fluorescence; stronger effect = lower value; activity change, % (values are at about 110 or 230 µM); hit rate 0.15% among 480,000; AID 1347041; in the data active = activity change below about -30%; inconclusive = mostly about -25% to -30%;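 also: plate controls were DMSO wells for no effect and wells without enzyme for full effect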
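Human LDH5 at 2 nM final in Tris HCl pH 7.4 with 0.06 mM NADH and 0.2 mM pyruvate, reacted 5 minutes at room temperature. Remaining NADH coupled via diaphorase/resazurin; resorufin fluorescence read at 0 and 20 minutes, normalized to enzyme-free and DMSO wells.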
D1 potentiator – human D1 dopamine receptor positive modulation; P21728; HEK293 TREx D1 cells, calcium flux, dopamine EC20 potentiation; potentiation, % at 10 µM; hit rate 0.036% among 360,000; AID 504651; in the data active = potentiation above about 30%; also: 0% is about no effect
RXFP1 ag – RXFP1 (human) receptor agonism; Q9HBX9; HEK293T-RXFP1 cAMP TR-FRET, 30 min; response scale: percent of porcine relaxin response, buffer zero; Potency, µM (top dose mostly 57.5 µM), inactives show at the highest dose activation, most hits filed as activators; hit rate 0.3% among 370,000; also: potency is read from the fitted curve at half-maximal effect; % is scaled to controls: 0 for no effect and ±100 for the full control effect; nearly all actives have a fitted effect of over 60% in size; many of its hits are not listed in these tables
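HEK293T cells stably expressing RXFP1 were pretreated with the PDE4 inhibitor Ro 20174, exposed to compounds for 30 min at 37C, lysed, and cAMP was read by TR-FRET. Data normalized to buffer (basal) and 29 nM porcine relaxin (100%).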
* marks the source's active call; other numbers are inactive results; ? = inconclusive; . = no result given; & = joins results of further samples. Unless noted, calls follow the shape of the dose curve; as a rule, active = well fitted curve in the direction sought with a large enough effect; inconclusive = small, poorly fitted or top-dose-only effect, or another doubt; inactive = no such curve, though single readings can be large; an effect the other way counts as inactive or inconclusive. An excerpt. The share of hits here may be higher or lower than overall.

SMILES	Glioma ERSR ind	Vif-APOBEC3F blk	Vif-A3G inh	D2 potentiator	D1 antag	D1 agonist	LDHA inh	D1 potentiator	RXFP1 ag
O=C(CC(NCc1cccnc1)C(=O)O)Nc1ccc(O)cc1 (stereo not drawn)	-0.8%	-5.8%	-2.2%	-2.9	0.5	1.9	0.5	-0.7	-0.4%
CCOC(=O)C1CCN(C(=O)CCC(=O)NNc2nc3ccccc3c3nc(C)nn23)CC1	-2.7%	-17.9%	0.6%	-2.6	-3.0	0.0	-1.2	-0.8	11.6%
CC(NC(=O)CNC(=O)Cc1cccc2ccccc12)c1ccc(S(N)(=O)=O)cc1 (stereo not drawn)	3.0%	-0.6%	-7.2%	-4.4	-13.8	15.8	-10.2	-10.2	5.0%
O=C(/C=C/c1ccco1)c1cccnc1	5.8%	-8.4%	1.0%	11.5	-10.3	-0.2	21.0	-2.6	1.3%
N#Cc1cccc(NC(=O)CN2NS(=O)(=O)c3ccccc3C2=O)c1	-1.8%	1.3%	-0.8%	-12.4	4.1	3.8	-7.4	-1.9	0.7%
Cc1ccc(C2CC(c3cccs3)=NN2C(=O)c2ccc(Br)o2)cc1 (stereo not drawn)	-0.5%	5.8%	-5.3%	2.9	-2.3	8.9	-4.8	-2.4	-0.6%
C=CCNC(=O)c1cc(=O)c2ccccc2o1	-2.5%	11.5%	0.3%	-2.6	-13.3	0.5	-8.1	-6.2	1.6%
CCCc1c(C(=O)N/N=C(\C)c2ccccn2)nnn1-c1nonc1N	0.0%	2.5%	-10.4%	.	.	.	-7.3	.	.
COc1cccc(CN2CCC(Oc3ccc(C(=O)NCc4ccccn4)cc3)CC2)c1O	1.0%	-4.7%	-0.6%	17.9	-7.7	2.5	1.9	-1.5	1.1%
O=C(C[C@H]1C/C=C\C[C@@H](Cc2ccc(F)cc2)C(=O)O[C@H](c2ccccc2)CNC1=O)NCCO	-0.3%	1.6%	2.4%	.	.	.	-8.4	.	.
COc1ccc(S(=O)(=O)Cc2ccccc2)cc1N	3.9%	-6.9%	?	-6.1	2.4	0.1	3.5	-4.1	0.7%
O=C(CSc1nc2ccccc2s1)NCc1ccc2c(c1)OCO2	-2.5%	-3.3%	0.1%	6.4	-5.1	0.3	-3.6	-8.7	4.3%
Cc1cc(C)nc(N2CCN(c3ncnc4c3oc3ccccc34)CC2)n1	.	.	.	-12.1	1.3	1.4	.	-6.0	14.6%
COc1ccccc1C(CNC(=O)C(CCSC)NS(=O)(=O)c1ccccc1F)N1CCCC1 (stereo not drawn)	-1.3%	-8.0%	-1.2%	21.6	-5.3	0.6	-5.0	1.6	-0.7%
O=C(O)C1=C[C@H](c2ccc(Br)cc2)C[C@H](OCc2ccc(CO)cc2)O1	-6.7%	7.5%	-7.1%	-8.8	1.6	-5.2	-3.5	-5.5	5.0%
COc1ccc(S(=O)(=O)N2CCCCCC2)cc1C(=O)N1CCN(c2ccccc2C)CC1	-4.5%	2.8%	2.6%	3.4	3.3	10.3	-1.7	-4.3	0.2%
O=C(CCCCCN1C(=O)[C@@H]2Cc3ccccc3CN2C1=O)Nc1cccc(F)c1	-0.1%	2.2%	6.7%	-0.3	-5.1	2.6	-3.4	-3.0	0.5%
O=C(CCC(=O)c1ccccc1)Nc1ccc(F)c(Cl)c1	-4.6%	2.0%	-2.3%	-10.5	-6.7	5.7	-6.3	-5.0	-0.4%
CCOC(=O)c1ccc(S(=O)(=O)N2CCN(C3CC(=O)N(c4ccc(OC)cc4)C3=O)CC2)cc1 (stereo not drawn)	-1.6%	5.1%	3.5%	.	.	.	1.1	.	.
COc1cc(-c2nnc(NC(=O)CS(=O)(=O)c3ccc(C)cc3)o2)cc(OC)c1OC	-0.5%	4.0%	-0.3%	-15.2	19.7	-0.2	1.6	2.4	1.4%
Cc1ccc(S(=O)(=O)n2c([N+](=O)[O-])cnc2C)cc1C	-2.8%	-10.8%	-1.6%	-9.3	-3.1	4.4	-5.2	-7.2	2.5%
COC(=O)c1[nH]c(C)c(/C(O)=C2\C(=O)C(=O)N(CCN3CCOCC3)C2c2ccco2)c1C (stereo not drawn)	-3.5%	2.4%	0.0%	4.1	-8.1	1.6	11.3	0.9	4.2%
COc1ccc(S(=O)(=O)N2CCOC23CCN(C(=O)c2ccccc2Br)CC3)cc1	-0.7%	-3.9%	1.2%	70.8*	-5.1	0.7	-17.1	-0.4	0.0%
O=C(Nc1ccccc1C(=O)N1CCCCC1)C1CCCCC1	-4.6%	4.6%	0.7%	-6.2	-5.4	5.6	-1.0	-6.5	0.0%
Cc1ccc(CCNC(=O)C2CCN(S(=O)(=O)c3ccc4nc5c(c(C(=O)O)c4c3)CCCC5)CC2)cc1	-5.5%	-0.5%	-0.4%	9.3	35.8	0.8	0.3	2.8	-4.7%

Marked active in D2 potentiator, of those listed so far:
molecule | Glioma ERSR ind | Vif-A3G inh | D2 potentiator | D1 antag | D1 agonist | D1 potentiator
COc1ccc(S(=O)(=O)N2CCOC23CCN(C(=O)c2ccccc2Br)CC3)cc1 | -0.7% | 1.2% | 70.8* | -5.1 | 0.7 | -0.4

Next part.
SMILES	Glioma ERSR ind	Vif-APOBEC3F blk	Vif-A3G inh	D2 potentiator	D1 antag	D1 agonist	LDHA inh	D1 potentiator	RXFP1 ag
O=C(OCC(=O)N1CCCc2ccccc21)c1cccc(S(=O)(=O)N2CCOCC2)c1	-2.4%	5.5%	3.8%	0.3	8.7	4.1	-3.7	-5.3	0.7%
O=C(c1ccccc1)c1ccccc1C(=O)c1ccccc1	0.3%&-3.4%	?	-0.3%&0.3%	-4.5&2.1	-8.1&-4.5	-0.4&1.8	-5.0&-13.4	-7.5&0.1	0.0%&-0.3%
Cc1ccc(CN2CC(C(=O)N3CCN(S(=O)(=O)c4cccc(F)c4)CC3)CC2=O)cc1 (stereo not drawn)	-2.0%	-9.6%	-2.2%	6.3	4.0	-0.7	-5.0	-6.2	-1.1%
CCc1ccc(NS(=O)(=O)c2cc(-c3cnc(C4CC4)o3)ccc2C)cc1	1.6%	-9.4%	-4.7%	4.5	2.5	3.1	3.9	1.1	-1.5%
COc1ccc(S(=O)(=O)NCc2cccnc2)cc1C(=O)NC1CCCCC1	-3.8%	0.1%	1.6%	0.8	2.5	0.3	-1.8	2.2	0.6%
COc1ccccc1[C@@H]1C(c2ccc(F)cc2)=NN(c2ccccc2)[C@H]1C(=O)N1CCOC1=O	1.2%&-1.1%	-4.4%	-5.2%	6.9	22.3	-0.9	0.6	0.2	-0.8%
COc1ccc([N+](=O)[O-])cc1NC(=O)CCSCCc1ccccn1	4.5%	-2.9%	-11.1%	.	-14.4	3.6	-1.8	-4.0	0.2%
Cc1ccc(SCC(=O)NNC(=O)c2ccc(S(C)(=O)=O)cc2)cc1	-1.4%	6.7%	1.1%	-6.6	4.4	3.4	-3.2	-4.3	3.0%
O=C(Nc1cccc2nsnc12)c1ccc2c(c1)OCCO2	17.2%	-3.3%	-0.6%	-1.3	5.8	0.8	2.9	-1.4	2.8%
CCC1CCc2sc(C(=O)NCC3CCCO3)cc2C1 (stereo not drawn)	2.1%	5.1%	-0.3%	-6.3	-9.3	0.2	1.3	-2.0	0.0%
Cc1cccc(-n2cnc3sc(C)c(C)c3c2=O)c1	5.1%	-2.3%	0.0%	1.3	11.1	3.4	-6.6	8.2	-3.6%
Cc1ccc2cccc(CC(=O)NN)c2c1	-3.6%	-9.0%	-28.9%	.	.	.	2.6	.	.
Cn1c(=O)c2c(nc(N/N=C/c3cccnc3)n2Cc2ccccc2)n(C)c1=O	-4.5%	0.9%	-11.1%	6.0	4.7	0.6	-4.9	5.3	1.9%
CCc1nnc(NC(=O)CSc2nnc(-c3ccncc3)n2C)s1	-3.6%	7.9%	0.6%	30.6*	12.0	3.1	-4.7	-3.6	3.6%
CCOC(=O)c1c(C)c(C(=O)N2CCCCCC2)c(C)n1C	-3.2%	-3.5%	0.3%	9.2	26.4	-0.3	-1.1	-5.1	-0.3%
CCOC(=O)N1CCN(Cc2cc(=O)oc3cc4c(cc23)CCC4)CC1	-3.0%	-5.4%	-5.5%	17.8	7.0	0.5	-4.2	-1.5	3.1%
CCCCCCN1C[C@H](O)[C@@H](n2cc(-c3ccc(F)cc3)nn2)C[C@@H]1c1ccccc1	2.7%	?	-13.3%	.	.	.	4.6	.	.
CC1CCCCC1NC(=O)CSc1nnnn1C (stereo not drawn)	-1.7%	7.3%	-6.4%	-11.3	-2.1	5.8	-3.9	-4.5	-0.1%
COC(=O)c1cc(NC(=O)CC2NC3CCCCC3NC2=O)cc(C(=O)OC)c1 (stereo not drawn)	-2.7%	-2.7%	-0.6%	6.5	6.1	1.0	4.2	-13.7	7.4%
O=C(Nc1nnc(Cc2ccc(Cl)cc2)s1)C1CCCO1 (stereo not drawn)	3.6%	-16.5%	-1.6%	1.8	11.0	4.0	1.6	1.6	-1.4%
Nc1nc(-c2nc3ccccc3[nH]2)cs1	-12.5%	-5.7%	0.3%	22.1	4.7	0.4	-3.4	-3.2	0.3%
Cc1ccnc(NC(=O)CN2C(=O)c3ccccc3S2(=O)=O)c1	-0.9%	2.6%	-0.9%	18.5	0.7	3.6	-8.1	-0.3	-1.0%

Entries shown so far with an NH in an aromatic ring (two):
SMILES	Glioma ERSR ind	Vif-APOBEC3F blk	Vif-A3G inh	D2 potentiator	D1 antag	D1 agonist	LDHA inh	D1 potentiator	RXFP1 ag
COC(=O)c1[nH]c(C)c(/C(O)=C2\C(=O)C(=O)N(CCN3CCOCC3)C2c2ccco2)c1C (stereo not drawn)	-3.5%	2.4%	0.0%	4.1	-8.1	1.6	11.3	0.9	4.2%
Nc1nc(-c2nc3ccccc3[nH]2)cs1	-12.5%	-5.7%	0.3%	22.1	4.7	0.4	-3.4	-3.2	0.3%
